High-throughput results (PubChem BioAssay)
GAA glycogen = GAA glycogen-cleavage inhibition or activation; P10253; recombinant GAA, glycogen substrate, Amplex Red glucose oxidase fluorescence; Potency, µM (titrated, usually from 76.4 µM), for the others: at the highest dose activity change, negative = inhibition, most hits filed as inhibitors; 300,000 compounds, 0.38% hits; AID 2100;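 note: potency is the fitted concentration of half-maximal effect; 0% = full enzyme reaction and -100% = no-enzyme basal signal; the screen sought inhibitors and activators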
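Recombinant enzyme (4 nM final) with compounds titrated up to 77 uM and bovine liver glycogen (30 ug) in citrate pH 5.0, 0.01% Tween-20, 37 C 40 min. Released glucose detected by Amplex Red/glucose oxidase (Ex 573/Em 610); AC50 from Hill fits.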
LMNA splice mod = modulators of lamin A splicing; HeLa LMNA splicing GFP/RFP minigene ratio, 48 h; Potency, µM (top dose mostly 46.1 µM), inactives show at the top dose ratio change, negative = inhibition, most hits filed as inhibitors; 200,000 compounds, 0.01% hits; active = well fitted inhibition curve with a large enough effect in the signal ratio, with a control signal flat, not every such curve was filed as active; inconclusive = small, poorly fitted or top-dose-only effect, or effect the other way, or a change in a side signal; the % refers to the signal ratio; note: potency is the fitted concentration of half-maximal effect; % is set by controls: 0 for no effect and ±100 for the full control effect
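S3 HeLa stable clones carrying a lamin A-EGFP splicing minigene plus DsRed2 were seeded at 600 cells/well in Opti-MEM with 2% FBS, pin-dosed and incubated 48 h at 37°C. Acumen cytometry (488 nm) gave the GFP/RFP total-intensity ratio.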
HTT aggregate = reduces HttQ103-GFP aggregates in PC12 cells; PC12 HttQ103-GFP aggregates, Acumen cytometry, 40 h; 220,000 compounds, 1.1% hits; AID 1688; Potency, µM (highest dose often 46.1 µM), for the others: at the top dose activity change, negative = inhibition, hits mostly inhibitors; note: potency is the fitted concentration of half-maximal effect; % is set by controls: 0 for no effect and ±100 for the full control effect; nearly all actives have a fitted effect of over 60% in size
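Ecdysone-promoter PC12 model expressing HTT exon 1 Q103 fused to GFP, induced by tebufenozide at 100 nM final. Compounds titrated; aggregates sized 1–25 µm scored on a 488 nm laser cytometer.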
HTT cytoprotect = Huntington cell model cytoprotection by ATP luminescence; PC12 HTT-Q103 induced, cytoprotection, ATP luminescence, 40 h; Potency, µM (series often up to 56.4 µM), without a hit: cytoprotection (ATP increase), hits mostly activators; 230,000 compounds, 0.14% hits; AID 1471;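 note: potency is the fitted concentration of half-maximal effect; % of control where 0% means no effect; nearly all actives have a fitted effect of over 45% in size; toxic huntingtin expression switched on by the ecdysone agonist tebufenozide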
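Cells were plated at 1500 per well in phenol red-free DMEM with 5% equine and 5% calf serum. Tebufenozide (100 nM final) and compounds were added, then ATPlite reagent, and luminescence was read.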
GAA inh = blocks human lysosomal alpha-glucosidase; P10253; purified human GAA, 4-MU-alpha-glucoside fluorescence; Potency, µM (highest dose often 76.9 µM), without a hit: at the top dose activity change, negative = inhibition, usual class: inhibitors; 200,000 compounds, 0.005% hits; AID 1466;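 note: potency is the fitted concentration of half-maximal effect; plate controls were uninhibited enzyme wells for no effect and no-enzyme background for full effect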
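Fluorescence at Ex 365/Em 440 nm from 4-methylumbelliferone reported enzyme activity after 20 min at room temperature. Reactions used 4 nM enzyme and 400 uM substrate at pH 5.0; curves fitted with the Hill equation.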
CBFb-RUNX1 inh = blocks binding between human CBF-beta and RUNX1; Q01196+Q13951; 230,000 tested, under 10 active; AlphaScreen CBFb-His/RUNX1-biotin binding, biochemical; Potency, µM (titrated, usually from 59.8 µM), without a hit: at the highest dose activity, negative = inhibition, actives largely listed as inhibitors; AID 1477; note: % of control where 0% means no effect
Target sequence (Q01196 whole entry, looked up): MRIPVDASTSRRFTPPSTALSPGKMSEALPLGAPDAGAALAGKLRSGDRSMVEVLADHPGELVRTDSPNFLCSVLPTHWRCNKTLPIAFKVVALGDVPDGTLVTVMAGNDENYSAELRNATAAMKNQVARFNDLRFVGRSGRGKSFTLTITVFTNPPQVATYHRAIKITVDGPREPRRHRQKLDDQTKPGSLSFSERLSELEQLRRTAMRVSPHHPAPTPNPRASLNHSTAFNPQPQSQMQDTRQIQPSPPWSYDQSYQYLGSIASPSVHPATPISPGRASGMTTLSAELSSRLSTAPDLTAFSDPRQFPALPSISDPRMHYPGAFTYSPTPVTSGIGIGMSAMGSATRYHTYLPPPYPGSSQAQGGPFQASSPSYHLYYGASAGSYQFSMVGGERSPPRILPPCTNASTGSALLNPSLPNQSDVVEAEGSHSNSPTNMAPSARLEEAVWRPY
Target sequence (Q13951 whole entry, looked up): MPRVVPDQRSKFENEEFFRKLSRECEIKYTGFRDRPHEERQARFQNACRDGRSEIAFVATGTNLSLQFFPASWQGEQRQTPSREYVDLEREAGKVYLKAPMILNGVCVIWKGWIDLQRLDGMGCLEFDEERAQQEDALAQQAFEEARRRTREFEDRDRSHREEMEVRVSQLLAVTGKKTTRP
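Compounds were screened at multiple concentrations against a preformed CBF-beta(His)/RUNX1(biotin) complex (30 nM of each) for 15 min at room temperature, followed by 90 min with nickel and streptavidin beads and AlphaScreen reading.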
GAA spleen mod = lysosomal alpha-glucosidase (human) modulation; P10253; human spleen homogenate, 4-MU-alpha-glucoside fluorescence; Potency, µM (series often up to 79.9 µM), for inactives: at the top dose activity change, negative = inhibition, actives largely listed as inhibitors; 240,000 compounds, 0.006% hits; AID 2112;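 note: potency is the fitted concentration of half-maximal effect; 0% = enzyme with vehicle and -100% = no enzyme basal signal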
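Enzyme source: human spleen homogenate, 1 ug/well. Buffer 50 mM citric acid/K phosphate pH 5.0, 0.01% Tween-20. 4-MU-alpha-glucoside 1 mM; 37 C x 40 min; NaOH/glycine stop; fluorescence.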
An asterisk follows results filed as active; ? = inconclusive; . = not tested or not shown; & = joins results of further samples; [ ] = another dose, or the depositor's remark. Unless noted, calls come from the whole dose curve; as a rule, active = well fitted curve in the direction sought with a large enough effect; inconclusive = small, poorly fitted or top-dose-only effect, or another doubt; inactive = no such curve, though single readings can be large; an effect the other way counts as inactive or inconclusive.

(1) CC(=O)NCCNc1cc(-c2ccccc2C)ncn1
(2) C=CCN1C(=O)C(Cc2ccc(SC(F)F)cc2)SC1=Nc1ccc(C(=O)O)cc1 (centres undefined)
(3) Cc1ccc(CNC(=O)CN(Cc2cccs2)C(=O)C2(C)CC(=O)N=C3C=CC=CN32)cc1 (centres undefined)
(4) Cc1ccc(SCCC(=O)N2CCC(C)CC2)cc1
(5) Cc1ccccc1Cn1ccc(NC(=O)c2cc3ncc(Br)cn3n2)n1
(6) COc1ccc(/C=C/C(=O)c2cc(F)ccc2OC(=O)c2ccccc2C)cc1OC

Assay by compound	1	2	3	4	5	6
GAA glycogen	.	-4%	0%	7%	10%	-3%
LMNA splice mod	1%	?	-9%	?	31%[46 µM]	?
HTT aggregate	.	9%	8%	-4%	-8%	?
HTT cytoprotect	-7%	-36%	12%[10 µM]	4%[1.9 µM]	-11%[10 µM]	-85%[inhibitor][10 µM]
GAA inh	.	2%	12%	-14%	0%	4%
CBFb-RUNX1 inh	.	-3%	0%	6%	-16%	-14%
GAA spleen mod	8%	9%	-1%	3%	-1%	1%

(7) CCNC(=O)CCSc1nnc(-c2ccncc2)o1
(8) O=C(Nc1ccc(-c2nc3ccccc3o2)cc1)c1ccc(N2CCOCC2)c([N+](=O)[O-])c1
(9) CCN1C(=O)NC(c2cc(Br)ccc2OC)C(C(=O)OC)=C1C (centres undefined)
(10) O=C1CSC(=S)N1/N=C/c1ccc(O)c([N+](=O)[O-])c1
(11) CCc1ccc(CN2CCN(S(=O)(=O)Cc3ccccc3)CC2)cc1
(12) c1ccc(OCCCCN2CCOCC2)cc1

Assay by compound	7	8	9	10	11	12
GAA glycogen	-4%	-3%	-5%	?	1%	7%
LMNA splice mod	.	21%	-20%	.	-6%	13%
HTT aggregate	-3%	?	-21%	-20%	-5%	5%
HTT cytoprotect	-26%	-3%	-7%[10 µM]	7%	7%	-1%
GAA inh	5%	-8%	-2%	?	-2%	-6%
CBFb-RUNX1 inh	13%	8%	-5%	?	2%	-3%
GAA spleen mod	.	-4%	-1%	-12%	4%	-5%

(13) Cc1ccnc(NC(=S)NC(=O)c2cncc(Br)c2)c1
(14) COc1ccc(-n2c(Cc3cccn3C)nnc2SCC(=O)N2CCCC2)cc1
(15) Cc1ccc2occ(CN3CCN(c4ccccc4)CC3)c(=O)c2c1
(16) CCOC(=O)c1c(C)[nH]c(C)c1C(=O)CSc1nc2ccccc2c(=O)n1-c1ccccc1C
(17) CC1Cc2ccccc2N1C(=O)CSc1nc2ccccc2o1 (centres undefined)
(18) COc1ccc(CCNC(=O)NC23CC4CC(CC(C4)C2)C3)cc1OC

Assay by compound	13	14	15	16	17	18
GAA glycogen	-15%	0%	3%	-5%	0%	6%
LMNA splice mod	-15%	-1%	-1%	-7%	?	-8%
HTT aggregate	8%	3%	15%	-31%	1%	-6%
HTT cytoprotect	21%[10 µM]	-16%	13%[10 µM]	2%[10 µM]	-10%	2%
GAA inh	6%	5%	6%	4%	-1%	0%
CBFb-RUNX1 inh	-3%	-5%	5%	-8%	12%	0%
GAA spleen mod	-1%	-1%	0%	-6%	-21%	-2%

(19) CC(C1CC1)N(Cc1ccccc1)C(=O)NC(=O)c1cccc(F)c1 (centres undefined)
(20) CC(=O)c1c(COC(=O)c2ccc(Cl)cc2)nc2ccccc2[n+]1[O-]
(21) COc1cc(C(=O)NCCc2cn3ccccc3n2)cc(OC)c1OC
(22) Cc1ccccc1N1C(=O)C(Oc2ccc(Cl)cc2)C1CNCC1CCCO1 (centres undefined)
(23) CC1(C)OC(C(O)(c2cc(C(F)(F)F)cc(C(F)(F)F)c2)c2cc(C(F)(F)F)cc(C(F)(F)F)c2)C(C(O)(c2cc(C(F)(F)F)cc(C(F)(F)F)c2)c2cc(C(F)(F)F)cc(C(F)(F)F)c2)O1 (centres undefined)
(24) O=C(Oc1ccc(OC(=O)c2ccco2)c(S(=O)(=O)c2ccc(Br)cc2)c1)c1ccco1

Assay by compound	19	20	21	22	23	24
GAA glycogen	-28%	2%	2%	3%	.	-16%
LMNA splice mod	11%[46 µM]	.	-2%	5%[46 µM]	.	?
HTT aggregate	-13%	-6%[9.22 µM]	-2%	-1%	.	11%
HTT cytoprotect	-2%[10 µM]	13%[10 µM]	-10%	-29%	-2%[10 µM]	-14%
GAA inh	1%	.	2%	-3%	.	9%
CBFb-RUNX1 inh	-7%	5%	3%	3%	10%[13.1 µM]	-1%
GAA spleen mod	7%	1%	-2%	-3%	3%[17.4 µM]	-14%

Among those listed so far, 6 have an aryl thioether with sulfur outside any ring.
(2) C=CCN1C(=O)C(Cc2ccc(SC(F)F)cc2)SC1=Nc1ccc(C(=O)O)cc1 (centres undefined)
(4) Cc1ccc(SCCC(=O)N2CCC(C)CC2)cc1
(7) CCNC(=O)CCSc1nnc(-c2ccncc2)o1
(14) COc1ccc(-n2c(Cc3cccn3C)nnc2SCC(=O)N2CCCC2)cc1
(16) CCOC(=O)c1c(C)[nH]c(C)c1C(=O)CSc1nc2ccccc2c(=O)n1-c1ccccc1C
(17) CC1Cc2ccccc2N1C(=O)CSc1nc2ccccc2o1 (centres undefined)

Assay by compound	2	4	7	14	16	17
GAA glycogen	-4%	7%	-4%	0%	-5%	0%
LMNA splice mod	?	?	.	-1%	-7%	?
HTT aggregate	9%	-4%	-3%	3%	-31%	1%
HTT cytoprotect	-36%	4%[1.9 µM]	-26%	-16%	2%[10 µM]	-10%
GAA inh	2%	-14%	5%	5%	4%	-1%
CBFb-RUNX1 inh	-3%	6%	13%	-5%	-8%	12%
GAA spleen mod	9%	3%	.	-1%	-6%	-21%

More structures
(25) COc1ccc(Cl)cc1CN1CCN(c2nc(C)cc(C)c2C#N)CC1
(26) Cc1ccc(CN2CCN(/N=C/c3ccc(C)s3)CC2)c(C)c1
(27) COc1ccc(/C=N/NC(=O)Cn2c(Cc3ccc(OC)c(OC)c3)nc3ccccc32)cc1OC
(28) COc1cc([N+](=O)[O-])ccc1NC(=O)CCCOc1ccc(C)cc1
(29) C=CCn1c(SCC(=O)Nc2cc(C)on2)nnc1C1COc2ccccc2O1 (centres undefined)
(30) C=C[C@H](N)CCC(=O)O

Assay by compound	25	26	27	28	29	30
GAA glycogen	-20%	10%	14%	-8%	12%	.
LMNA splice mod	-24%	1%	-3%	27%	.	-10%
HTT aggregate	-24%	0%	?	-4%	-13%	.
HTT cytoprotect	16%	.	14%[1.9 µM]	-11%	-13%	-41%[inhibitor][1.9 µM]
GAA inh	0%	6%	-7%	-3%	5%	.
CBFb-RUNX1 inh	7%	-12%	6%	-10%	15%	-4%&-6%[21.7 µM]
GAA spleen mod	-6%	-9%	-10%	2%	-2%	-2%

(31) Cn1nnnc1SCC(=O)NCc1ccccc1
(32) COc1ccc(NS(=O)(=O)c2cc(NC(=O)/C=C/c3ccccc3OC)ccc2N2CCCCC2)cc1
(33) Cc1nn(-c2ccccc2)c(C)c1/C=N/NC(=O)c1cc(-c2cccc3ccccc23)n[nH]1
(34) COc1ccc(-c2nc(CN3CCCCC3c3nccn3C)c(C)o2)c(C)c1C (centres undefined)
(35) O=S(=O)(c1ccccc1Cl)N1CCCC1c1nc(-c2ccccc2Cl)no1 (centres undefined)
(36) CCCOc1ccc(/C(O)=C2/C(=O)C(=O)N(c3cc(C)on3)C2c2ccc(C(=O)OC)cc2)cc1 (centres undefined)

Assay by compound	31	32	33	34	35	36
GAA glycogen	4%	-2%	5%	-11%	-11%	0%
LMNA splice mod	-9%	4%	?	?	0%	-4%
HTT aggregate	-13%	3%	-8%	1%[9.22 µM]	-25%	2%
HTT cytoprotect	12%[1.9 µM]	0%[10 µM]	-25%[10 µM]	20%[10 µM]	-8%	-8%
GAA inh	7%	?	0%	-11%	1%	-9%
CBFb-RUNX1 inh	12%	-6%	3%	-6%	15%	0%
GAA spleen mod	7%	-4%	-1%	-5%	-2%	-4%

(37) O=C(CN(Cc1cccs1)C(=O)CNS(=O)(=O)c1ccccc1)NCc1ccco1
(38) O=C1CN(C(=O)c2cccs2)c2ccccc2N1
(39) COc1ccc(CC(=O)OCc2cc3cccc(C)c3[nH]c2=O)cc1
(40) O=C(c1cc2ccccc2o1)N1CCN=C1SCc1cccc(F)c1
(41) C=C(C)CNC(=S)Nc1cccc(N)n1
(42) COc1cc(Cl)c([C@@H]2C[C@H]3CN(c4ccccc4)C(=O)[C@]34CCCN24)cc1OC
(43) CCCCN(C(=N)N1CCCCC1)c1nc(C)c([N+](=O)[O-])c(=O)[nH]1
(44) CC1CN(S(=O)(=O)c2cn(C)c(=O)n(C)c2=O)CC(C)O1 (centres undefined)

Assay by compound	37	38	39	40	41	42	43	44
GAA glycogen	3%	12%	3%	8%	-13%	19%	20%	10%
LMNA splice mod	-12%	-6%	-2%	-8%	7%[46 µM]	-11%[46 µM]	-10%	0%
HTT aggregate	-19%	12%	1%[9.22 µM]	-3%	30%	-4%[9.22 µM]	-23%	?
HTT cytoprotect	2%[10 µM]	6%	-7%	10%	41%[10 µM]	9%[10 µM]	-8%[10 µM]	-12%
GAA inh	-3%	-3%	3%	-13%	13%	?	-1%	-1%
CBFb-RUNX1 inh	1%	-5%	6%	1%	1%	-9%	3%	3%
GAA spleen mod	0%	0%	-1%	-11%	4%	2%	-4%	-4%

Of the compounds above, these have an NH in an aromatic ring.
(16) CCOC(=O)c1c(C)[nH]c(C)c1C(=O)CSc1nc2ccccc2c(=O)n1-c1ccccc1C
(33) Cc1nn(-c2ccccc2)c(C)c1/C=N/NC(=O)c1cc(-c2cccc3ccccc23)n[nH]1
(39) COc1ccc(CC(=O)OCc2cc3cccc(C)c3[nH]c2=O)cc1
(43) CCCCN(C(=N)N1CCCCC1)c1nc(C)c([N+](=O)[O-])c(=O)[nH]1

Assay by compound	16	33	39	43
GAA glycogen	-5%	5%	3%	20%
LMNA splice mod	-7%	?	-2%	-10%
HTT aggregate	-31%	-8%	1%[9.22 µM]	-23%
HTT cytoprotect	2%[10 µM]	-25%[10 µM]	-7%	-8%[10 µM]
GAA inh	4%	0%	3%	-1%
CBFb-RUNX1 inh	-8%	3%	6%	3%
GAA spleen mod	-6%	-1%	-1%	-4%
